High-throughput results as filed in PubChem BioAssay.
Pol iota inh – DNA polymerase iota (human) inhibition; Q9UNA4; Pol iota fluorescent replication assay, 10 min; Potency, µM (highest dose often 115 µM), for inactives: at the highest dose activity, negative = inhibition, usual class: inhibitors; 1% of 390,000 active
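Pol iota at 10 nM preincubated 15 min with compounds at room temperature; reaction started with fluorescent substrate, 50 nM final. Fluorescence read kinetically at 0 and 10 min; buffer-only wells as negative control.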
APE1 inh – blocks human APE1 abasic DNA cleavage. P27695. recombinant APE1, TAMRA/BHQ-2 abasic DNA cleavage fluorescence. Potency, µM (top dose mostly 65.8 µM), inactives show at the top dose activity change, negative = inhibition, most hits filed as inhibitors. 0.35% of 350,000 active. AID 2517;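 note: plate controls were vehicle for no effect and reference inhibitor for full effect; nearly all actives have a fitted effect of over 55% in size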
Target sequence (P27695 whole entry, looked up): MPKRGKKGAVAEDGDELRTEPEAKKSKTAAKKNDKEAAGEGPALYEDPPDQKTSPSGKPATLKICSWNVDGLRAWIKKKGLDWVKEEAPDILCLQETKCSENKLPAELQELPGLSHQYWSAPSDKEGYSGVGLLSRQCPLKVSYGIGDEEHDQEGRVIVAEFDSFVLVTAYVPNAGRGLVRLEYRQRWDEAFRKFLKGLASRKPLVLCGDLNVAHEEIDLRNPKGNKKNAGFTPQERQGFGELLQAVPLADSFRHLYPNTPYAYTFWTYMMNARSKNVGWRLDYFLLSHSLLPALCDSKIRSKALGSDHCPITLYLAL
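Endonuclease cleavage of a quenched abasic-site DNA duplex (50 nM) by APE1 (0.75 nM) was tracked by TAMRA dequenching. Compounds were preincubated with enzyme 15 min at room temperature; data normalized to buffer-only and DMSO wells plus NSC13755 control.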
Pol eta inh – DNA polymerase eta (human) inhibition; recombinant Pol eta, fluorescent DNA replication assay; Potency, µM (doses to about 114 µM), for inactives: at the top dose activity change, negative = inhibition, usual class: inhibitors; 1.2% of 390,000 active; note: % is set by controls: 0 for no effect and ±100 for the full control effect
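Pol eta (10 nM) was preincubated with compounds for 15 min at room temperature, after which fluorescent replication substrate (50 nM final) was added to start the reaction. Fluorescence was read kinetically at 0 and 10 min.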
G9a inh – G9a (human) methyltransferase inhibition; Q96KQ7; G9a H3K9 monomethylation, AlphaScreen, 2 h; Potency, µM (titrated, usually from 102 µM), for the others: at the top dose activity, negative = inhibition, actives largely listed as inhibitors; 8.8% of 350,000 active; AID 504332; note: % is set by controls: 0 for no effect and ±100 for the full control effect; nearly all actives have a fitted effect of over 75% in size
Target sequence (Q96KQ7 913-1193 limits assumed): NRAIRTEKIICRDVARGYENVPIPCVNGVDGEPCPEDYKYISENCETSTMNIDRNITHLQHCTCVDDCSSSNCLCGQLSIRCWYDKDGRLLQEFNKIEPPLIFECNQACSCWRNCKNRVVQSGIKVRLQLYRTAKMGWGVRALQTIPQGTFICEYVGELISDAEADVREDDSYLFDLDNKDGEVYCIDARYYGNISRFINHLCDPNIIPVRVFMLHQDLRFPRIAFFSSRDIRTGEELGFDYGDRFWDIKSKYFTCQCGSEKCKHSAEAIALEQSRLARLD
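Using a bead-based AlphaScreen, monomethylated H3K9 product from 2 h room-temperature reactions (G9a 20 nM, peptide 500 nM, SAM 20 uM) was detected with 0.5 ug/mL rabbit anti-H3K9me1 antibody.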
POLB inh – inhibitors of human DNA polymerase beta | P06746 | Pol beta primer extension/strand displacement, fluorescence kinetic | Potency, µM (top dose mostly 114 µM), inactives show at the highest dose activity change, negative = inhibition, hits mostly inhibitors | 1.3% of 340,000 active | AID 485314; note: % is set by controls: 0 for no effect and ±100 for the full control effect
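Enzyme-only controls used 10 nM Pol beta; buffer lacking enzyme served as negative control. Compound preincubated 15 min, then 50 nM substrate added; 0 and 10 min reads at room temperature.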
JMJD2A Tudor – JMJD2A Tudor domain (human) inhibition; O75164; AlphaScreen JMJD2A-Tudor / H3K4me3 peptide binding; Potency, µM (titrated, usually from 114 µM), inactives show at the highest dose activity change, negative = inhibition, actives largely listed as inhibitors; 4.4% of 390,000 active; note: % is set by controls: 0 for no effect and ±100 for the full control effect; nearly all actives have a fitted effect of over 50% in size
BLM helicase inh – blocks DNA unwinding by human BLM helicase. recombinant BLM DNA unwinding, fluorescence dequenching. Potency, µM (titrated, usually from 56.1 µM), inactives show top-dose activity change, negative = inhibition, actives largely listed as inhibitors. 0.2% of 350,000 active;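 note: plate controls were vehicle for no effect and no enzyme for full effect; nearly all actives have a fitted effect of over 35% in size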
BAZ2B block – blocks human BAZ2B; Q9UIF8; AlphaScreen BAZ2B-H3K14Ac peptide displacement; Potency, µM (doses to about 114 µM), for the others: at the top dose activity change, negative = inhibition, most hits filed as inhibitors; 4.4% of 360,000 active; note: % is set by controls: 0 for no effect and ±100 for the full control effect; nearly all actives have a fitted effect of over 60% in size
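AlphaScreen luminescence quantifies BAZ2B engagement of H3K14Ac peptide; the protein and biotinylated peptide are both at 50 nM final, buffer PBS pH 7.4 with 0.01% Tween-20, all steps at room temperature.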
POLK inh – blocks human DNA polymerase kappa activity; Q9UBT6; purified Pol kappa, fluorescent DNA synthesis assay, 10 min; Potency, µM (doses to about 107 µM), for the others: at the top dose activity, negative = inhibition, most hits filed as inhibitors; 0.53% of 400,000 active; AID 588579; note: % is set by controls: 0 for no effect and ±100 for the full control effect
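Kinetic fluorescence readout at 0 and 10 min followed reaction start with substrate at 50 nM final. Beforehand, enzyme (10 nM Pol kappa) stood 15 min with compound at room temperature; buffer-only wells were negative controls.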
An asterisk follows results filed as active; ? = inconclusive; . = no result given; [ ] = remark or other dose. Calls come from the whole dose curve; as a rule, active = well fitted curve in the direction sought with a large enough effect; inconclusive = small, poorly fitted or top-dose-only effect, or another doubt; inactive = no such curve, though single readings can be large; an effect the other way counts as inactive or inconclusive. Potency is the fitted concentration of half-maximal effect.

[1] CCC(=O)N1c2ccccc2CC1C(=O)NCc1cccc(C)c1 (stereo not given)
[2] COc1cccc(NC(=O)C2CCCN(S(=O)(=O)c3cn(C(C)C)cn3)C2)c1 (stereo not given)
[3] Cc1cccn2c(=O)c3cc(C(=O)NC4CCS(=O)(=O)C4)sc3nc12 (stereo not given)
[4] COc1cc(/C=C2/SC(N)=NC2=O)ccc1Oc1ccc([N+](=O)[O-])cc1[N+](=O)[O-]
[5] O=c1c2ccccc2ncn1-c1ccc([N+](=O)[O-])cc1[N+](=O)[O-]
[6] Nc1cccnc1Oc1ccc(F)cc1
entry no.	1	2	3	4	5	6
APE1 inh	.	.	-5%	2%	16%	14%
G9a inh	22%[59 µM]	-10%[59 µM]	19%	0%[59 µM]	-11%	.
BAZ2B block	-4%	-9%	7%	7%	-20%	-7%
BLM helicase inh	-1%	-1%	-9%	-12%	-5%	-3%
Pol iota inh	13%	15%	1%	164%[activator]	19%	7%
POLK inh	1%[60.1 µM]	8%[60.1 µM]	8%	-1%	-8%	-10%
JMJD2A Tudor	-9%	-13%	-20%	-8%	-14%	-8%
Pol eta inh	1%	-21%	0%	-21%	10%	-3%
POLB inh	-2%	2%	12%	-19%	50%	3%

[7] Cc1cc(NC(=O)COc2c(C)cccc2C)no1
[8] Cc1cc(NC(=O)c2cncc(Br)c2)n(-c2ccccn2)n1
[9] CCOC(=O)c1cc(-c2ccccc2)n(CCCC(=O)Nc2cccc(C)c2C)c1C
[10] CC12COC3(C(N)=O)CC1CCC32C (stereo not given)
[11] Nc1nnc(N2CCc3ccccc32)s1
[12] COc1ccccc1-c1oc2ccccc2c1-c1ccccc1OC
entry no.	7	8	9	10	11	12
APE1 inh	-3%	14%	.	-7%	0%	-3%
G9a inh	3%	12%	-30%[59 µM]	24%	-3%	.
BAZ2B block	-1%	50µM*	3%	0%	2%	.
BLM helicase inh	-5%	1%	0%	1%	8%	.
Pol iota inh	37%[activator]	32%[activator]	5%	8%	22%	-16%
POLK inh	1%	-9%	-3%[60.1 µM]	-6%[60.1 µM]	3%	-4%
JMJD2A Tudor	-18%	-6%	?	-6%	-5%	17%
Pol eta inh	-22%	6%	-12%	-10%	-10%	-4%
POLB inh	1%	21%	-8%	25%	-22%	.

[13] C=CCn1c(CCc2cc(C(C)(C)C)c(O)c(C(C)(C)C)c2)n[nH]c1=S
[14] CNCCCOc1ccc2c(c1)CCC2
[15] CCc1ccc(NC(=O)N2CCOc3ccc(Cl)cc32)cc1
[16] COC(=O)c1ccc(N=NNc2ccc(C(=O)OC)cc2)cc1
[17] COc1cc(NS(=O)(=O)c2ccc(NC(=O)COc3ccccc3Cl)cc2)nc(OC)n1
[18] CCc1c(C)c2c(C)nn(-c3ccccc3)c2oc1=O
entry no.	13	14	15	16	17	18
APE1 inh	-9%	-3%	.	-1%	1%	5%
G9a inh	2µM*	50µM*	4%[59 µM]	-26%[59 µM]	?	-6%[59 µM]
BAZ2B block	-29%	50µM*	-6%	-29%	11%	20%
BLM helicase inh	-12%	-7%	1%	-6%	5%	4%
Pol iota inh	47%[activator]	43%[activator]	-11%	12%	-15%	?
POLK inh	-28%	-1%	5%	-2%	-2%	-16%
JMJD2A Tudor	?	22µM*	-5%	-9%	-26%	19%
Pol eta inh	-24%	-21%	4%	-6%	-4%	-14%
POLB inh	15%	?	-9%	4%	-23%	1%

Quoted from above for reference:
[13] C=CCn1c(CCc2cc(C(C)(C)C)c(O)c(C(C)(C)C)c2)n[nH]c1=S
[14] CNCCCOc1ccc2c(c1)CCC2
[15] CCc1ccc(NC(=O)N2CCOc3ccc(Cl)cc32)cc1
[16] COC(=O)c1ccc(N=NNc2ccc(C(=O)OC)cc2)cc1
[17] COc1cc(NS(=O)(=O)c2ccc(NC(=O)COc3ccccc3Cl)cc2)nc(OC)n1
[18] CCc1c(C)c2c(C)nn(-c3ccccc3)c2oc1=O
entry no.	13	14	15	16	17	18
APE1 inh	-9%	-3%	.	-1%	1%	5%
G9a inh	2µM*	50µM*	4%[59 µM]	-26%[59 µM]	?	-6%[59 µM]
BAZ2B block	-29%	50µM*	-6%	-29%	11%	20%
BLM helicase inh	-12%	-7%	1%	-6%	5%	4%
Pol iota inh	47%[activator]	43%[activator]	-11%	12%	-15%	?
POLK inh	-28%	-1%	5%	-2%	-2%	-16%
JMJD2A Tudor	?	22µM*	-5%	-9%	-26%	19%
Pol eta inh	-24%	-21%	4%	-6%	-4%	-14%
POLB inh	15%	?	-9%	4%	-23%	1%

Continuation.
[19] CCCCOC(=O)C1[C@H]2C(=O)N(Cc3cccs3)C[C@]23C=C[C@H]1O3 (stereo not given in full)
[20] N=c1c(S(=O)(=O)c2ccc(Cl)cc2)cc2c(=O)n3ccccc3nc2n1C1CCCCC1
[21] CCCc1cnc2c(c1SCC(=O)Nc1ccccc1F)c(=O)n(C)c(=O)n2C
[22] COc1ccc(CCN=C(N)NS(=O)(=O)c2ccccc2)cc1OC
[23] CCC(C)C(NC(=O)C1CCC(C)CC1)C(=O)NC(C(=O)OC)C(C)C (stereo not given)
[24] Cc1[nH]n(-c2c(Cl)cc(Cl)cc2Cl)c(=O)c1C=Nc1ccc(S(=O)(=O)N2CCOCC2)cc1
entry no.	19	20	21	22	23	24
APE1 inh	-6%	20%	.	-1%	2%	-5%
G9a inh	-37%[59 µM]	59%	4%[59 µM]	-10%[59 µM]	11%[2.33 µM]	5%[59 µM]
BAZ2B block	79µM*	-25%	-6%	2%	-4%	2%
BLM helicase inh	-4%	-4%	1%	5%	1%	4%
Pol iota inh	43%	32%	-4%	19%	-7%	16%
POLK inh	-10%	-2%	-11%[60.1 µM]	-11%	-2%	-12%
JMJD2A Tudor	-16%	-27%	-12%	2%	-13%	-18%
Pol eta inh	-17%	-14%	-17%	-12%	-11%	-12%
POLB inh	1%	13%	2%	21%	38%	30%

[25] CCc1cccc(C)c1Nc1c(-c2ccc(N(C)C)cc2)nc2cnccn12
[26] O=C(NN=Cc1ccccc1)C(Oc1ccccc1)c1ccccc1 (stereo not given)
[27] CC1CCN(S(=O)(=O)c2ccc(C(=O)Nc3nnc(-c4ccco4)o3)cc2)CC1
[28] CCOC(=O)Cc1csc(NC(=O)CSc2nnc(-c3cccnc3)n2Cc2ccco2)n1
[29] Cc1cc(=O)c2cc(Br)ccc2[nH]1
[30] O=C(CC(=O)N/N=C/c1ccc(C(=O)O)cc1)NCCc1ccccc1
entry no.	25	26	27	28	29	30
APE1 inh	.	.	-1%	9%	1%	9%
G9a inh	18µM*	.	.	-48%[59 µM]	2%[2.33 µM]	0%
BAZ2B block	16µM*	.	?	8%	-11%	5%
BLM helicase inh	-9%	.	-7%	5%	-2%	-2%
Pol iota inh	-2%	-4%	?	0%	15%	19%
POLK inh	-9%	-26%	-27%	0%	-11%	1%
JMJD2A Tudor	40µM*	-18%	-16%	-9%	0%	-5%
Pol eta inh	-24%	-19%	-6%	6%	-16%	-1%
POLB inh	-20%	.	12%	-1%	-17%	1%

[31] O=C(c1cc(-c2ccco2)nc2ccccc12)N1CCN(c2ccc(F)cc2)CC1
[32] Cn1c(=O)c2c(nc(NCCCN3CCOCC3)n2Cc2cccc(Cl)c2)n(C)c1=O
[33] O=C(Nc1ccc(Cl)c(S(=O)(=O)N2CCCCC2)c1)c1cnccn1
[34] Cc1cc(C)cc(NC(=O)CSc2nc(=O)n(CCN3CCOCC3)c3c2CCCC3)c1
[35] COc1ccccc1N(C)C(=O)c1cc(S(=O)(=O)N2CCc3ccccc32)cn1C
[36] COc1ccccc1C(=O)NC(=O)COC(=O)CCNS(=O)(=O)c1ccccc1
entry no.	31	32	33	34	35	36
APE1 inh	3%	2%	1%	-11%	34%	-2%
G9a inh	?	-2%	-1%[12.7 µM]	5%	-10%	-5%[0.501 µM]
BAZ2B block	50µM*	-6%	-6%	13%	-35%	4%
BLM helicase inh	-12%	2%	.	.	3%	.
Pol iota inh	-15%	-2%	1%	13%	4%	31%[activator]
POLK inh	-11%	-4%	0%	0%	-12%	-7%
JMJD2A Tudor	56µM*	-4%	-16%	7%	-31%	0%
Pol eta inh	-19%	-1%	-10%	-21%	-6%	-8%
POLB inh	-14%	4%	.	.	-23%	.

[37] FC(F)(F)c1ccc(-n2ccnc2)nc1
[38] Cc1nc2c(-c3ccc(F)cc3)c(C)[nH]n2c(=O)c1Cl
[39] Cc1ccc(C(=O)c2cc3ccccc3o2)cc1C
[40] COc1ccc(/C=C/C(=O)Nc2nc(C)c(C(=O)N(C)C)s2)cc1OC
[41] COc1cc(/C=C2\SC(=S)N(Nc3ncc(C(F)(F)F)cc3Cl)C2=O)cc(OC)c1OC
[42] CC1=C(C#N)C(=O)N(C2CCS(=O)(=O)C2)C(=O)/C1=C\c1ccco1 (stereo not given)
[43] CC(C)CN1CCN(Cc2cccc3cccnc23)CC1CCO (stereo not given)
[44] CC1Cc2nc(SCC(=O)N3CCc4ccccc43)n(C)c(=O)c2S1 (stereo not given)
[45] COc1ccc(NC(=O)c2c(C(F)(F)F)nn(C)c2Cl)cc1
entry no.	37	38	39	40	41	42	43	44	45
APE1 inh	-6%	13%	8%	-2%	-1%	1.6µM*	3%	-1%	-3%
G9a inh	9%[59 µM]	50µM*	125%[activator]	-12%[59 µM]	.	5µM*	2%	?	9%
BAZ2B block	6%	-2%	103%[activator]	-3%	?	7.1µM*	-12%	-25%	-4%
BLM helicase inh	-2%	-1%	-5%	0%	-11%	7.1µM*	-1%	0%	-6%
Pol iota inh	2%	?	20%	14%	-1%	.	1%	26%	107%[activator]
POLK inh	-5%	-1%	-4%	-2%	-25%	.	2%	-13%	-1%
JMJD2A Tudor	-19%	-15%	130%[activator]	-12%	45µM*	.	-1%	-8%	-4%
Pol eta inh	-2%	0%	-15%	-18%	-3%	.	-14%	-4%	-7%
POLB inh	0%	35%	-5%	24%	?	?	-17%	1%	-8%

The list is partial. The share of hits here may be higher or lower than overall.
